Screens deposited in PubChem BioAssay by Small Molecule Screening Facility, UW Madison.
RMI FANCM FP: inhibitors of human RMI core complex binding to FANCM MM2. 70,000 tested, 0.58% active. FP signal (polarization) at 33 µM. Fluorescence polarization, RMI core complex with F-MM2 peptide; active compounds read low; in the data active = FP signal below about 40; note: inactives centre near 61; strong numbers were not always called active; unit not given here
* marks the source's active call; other numbers are inactive results. Only part of the results is shown; count on the stated rates, not on these rows.

SMILES	RMI FANCM FP
O=c1ccc(-c2ccccc2F)nn1Cc1nc(-c2ccccc2Cl)no1	88
Cc1ccc(-c2nnc(NC(=O)c3ccc(S(=O)(=O)N4CC(C)CC(C)C4)cc3)o2)c(C)c1 (configuration not stated)	61
O=S(=O)(O)c1ccc(O)c2ncccc12	59
CC(C)(C)c1ccc(C(=O)Nc2sc3c(c2CN2CCOCC2)CCCC3)cc1	70
O=C(CC1CCCC1)N1CCN(Cc2nc3ccccc3[nH]2)CC1	59
Cc1nc2scc(C)n2c(=O)c1NC(=O)c1ccc(S(N)(=O)=O)cc1	66
Cc1cc(C)c[n+](C2=C([O-])c3ccccc3C(=O)C2=NS(=O)(=O)c2ccccc2)c1	65
O=C(CCSc1nnc2ccc3ccccc3n12)Nc1ccc(F)cc1	86
Cc1csc2sc(C(=O)N=S(C)(=O)c3ccc(Cl)cc3)c(C)c12 (configuration not stated)	55
COc1cccc(-c2nc(C(N)=O)c3[nH]c(=O)n(-c4ccc(Cl)c(Cl)c4)c3n2)c1O	60
Cc1ccccc1NC(=O)CSc1nnc2ccc(-c3ccccn3)nn12	65
O=C(COc1ccc(Cl)cc1)Nc1ccc(Cl)c2ncsc12	54
O=C(NNC(=O)c1cncc(C#Cc2ccccc2)c1)c1ccccc1	50
O=S(=O)(c1ccc2ccccc2c1)N1CCN(c2ccc(-c3ccncc3)nn2)CC1	84
CCOC(=O)CCc1ccc2c(c1)NC(c1ccc(N(C)C)cc1)O2 (configuration not stated)	57
O=C(Nc1ccccc1Cl)C1CCCN(c2ccc(-c3cccs3)nn2)C1 (configuration not stated)	59
Fc1ccc2nc(Cl)sc2c1	56
COCC(=O)Nc1cc(C)nn1-c1nc2c(cnn2-c2cccc(Cl)c2)c(=O)[nH]1	64
NNc1nc2ccc(Cl)cc2s1	56
O=C(N[C@@H](CO)[C@H](O)c1ccc([N+](=O)[O-])cc1)C(Cl)Cl	63
COc1ccc(-n2c(C)nc3ccc(NS(=O)(=O)c4cc(OC)ccc4OC)cc3c2=O)cc1	61
COc1ccc(-c2ccc(=O)n(CCCNC(=O)c3ccc(C(F)(F)F)cc3)n2)cc1	62
CCCNC(=O)c1ccc2c(=O)n(CC3CCCO3)c(SCc3ccc([N+](=O)[O-])cc3)nc2c1 (configuration not stated)	64
CC(C)C(=O)Nc1ccc(C(=O)NCCNS(=O)(=O)c2cc(F)ccc2F)cc1	63
COC(=O)c1sccc1NC(=O)c1ccccc1Cl	54
CC(Oc1ccccc1)C(=O)NC1=NCCS1 (configuration not stated)	55
CN(C)c1ccc(C(CNC(=O)c2cccc(F)c2)N2CCc3ccccc3C2)cc1 (configuration not stated)	57
CC(=O)Oc1ccc(-c2coc3cc(OC(C)=O)cc(OC(C)=O)c3c2=O)cc1	55
O=C(CSc1nc2c(cnn2-c2ccc(Cl)cc2)c(=O)[nH]1)Nc1ccc(F)cc1F	52
CC1(C)COc2cc(NC(=O)C3CC3)ccc2NC1=O	68
CC(=O)Nc1scc(C)c1C(N)=O	45
CC(Sc1nnnn1-c1ccc(Cl)cc1)C(=O)Nc1nccs1 (configuration not stated)	67
CC(C)C(=O)NCc1ccsc1	69
O=C(O)CSCC(=O)Nc1ccccc1N1CCOCC1	53
O=C(CNS(=O)(=O)c1ccc(F)cc1F)N1CCOC(c2ccccc2)C1 (configuration not stated)	73
CCOc1cccc2cc(C(=O)Nc3cccc(-c4cn5nc(OC)ccc5n4)c3)c(=O)oc12	75
COc1ccc(NC(=O)c2csc(Nc3ccc(OC(F)F)cc3)n2)c(OC)c1	69
COc1ccc(S(=O)(=O)NCCc2ccc(N3CCCC3)cc2)cc1Cl	83
O=C(NCCCSc1nnnn1-c1ccccc1)Nc1nccs1	53
CCOc1ccc(C(=O)CC(SCc2ccc(Cl)cc2)C(=O)O)cc1 (configuration not stated)	51

Structural class: those above with fluorine
SMILES	RMI FANCM FP
O=c1ccc(-c2ccccc2F)nn1Cc1nc(-c2ccccc2Cl)no1	88
O=C(CCSc1nnc2ccc3ccccc3n12)Nc1ccc(F)cc1	86
Fc1ccc2nc(Cl)sc2c1	56
COc1ccc(-c2ccc(=O)n(CCCNC(=O)c3ccc(C(F)(F)F)cc3)n2)cc1	62
CC(C)C(=O)Nc1ccc(C(=O)NCCNS(=O)(=O)c2cc(F)ccc2F)cc1	63
CN(C)c1ccc(C(CNC(=O)c2cccc(F)c2)N2CCc3ccccc3C2)cc1 (configuration not stated)	57
O=C(CSc1nc2c(cnn2-c2ccc(Cl)cc2)c(=O)[nH]1)Nc1ccc(F)cc1F	52
O=C(CNS(=O)(=O)c1ccc(F)cc1F)N1CCOC(c2ccccc2)C1 (configuration not stated)	73
COc1ccc(NC(=O)c2csc(Nc3ccc(OC(F)F)cc3)n2)c(OC)c1	69

New compounds follow.
SMILES	RMI FANCM FP
CSC1=C(C#N)C(c2ccccc2Cl)C(C(=O)c2cccs2)C(O)(C(F)(F)F)N1 (configuration not stated)	55
O=S(=O)(Cc1ccccc1)NCC1CCN(Cc2ccco2)CC1	73
CC(C)n1nc(C(C)(C)C)cc1C(C)(C)C	52
Cc1cc(C)c(N2CCN(CC(=O)Nc3cc(Cl)ccc3Cl)CC2)c(C)c1	55
Cc1cccc(-n2ncc3c(=O)n4c(nc32)SCC4CC(=O)N2CCCC2)c1 (configuration not stated)	65
COc1ccc(CCNC(=O)CSC2=NS(=O)(=O)c3cc(Cl)ccc3N2)cc1OC	48
Cc1nc(-c2cccnc2)sc1-c1ccc(SCc2ccc(Cl)cc2)nn1	124
COC(=O)c1ccc(CSc2nc(C)cc(N3CCOCC3)n2)cc1	59
Cc1c(C(=O)NCCCN2CCOCC2)cc(-c2ccccc2)n1-c1ccccc1	57
COc1ccc2nc(-c3cccc(NC(=O)C(C)Oc4ccc5c(c4)OCO5)c3)cn2n1 (configuration not stated)	69
COc1ccc(-c2csc(NC(=O)c3ccn(C)n3)n2)cc1OC	68
COc1cccc(C(=O)Nc2ccc(C(C)=O)cc2)c1OC	66
CC(=O)c1cccc(NC(=O)Cn2c(=O)c(CNc3ccc(C)cc3)cc3cc4c(cc32)OCCO4)c1	65
CN1N=C2c3ccccc3CCC2C1c1ccc(F)cc1 (configuration not stated)	43
C[C@@H]1[C@H]2[C@H](O[C@@H]3O[C@H](CO)[C@@H](O)[C@H](O)[C@H]3O)OC=C(C(=O)O)[C@H]2C[C@@H]1O	59
COc1cccc(CN2CC(=O)N(Cc3ccc(Cl)cc3)c3ccccc3S2(=O)=O)c1	65
Cc1cc(S(=O)(=O)NCCOc2ccc3c(c2)OCO3)ccc1F	61
CCOC(=O)c1cc(C(=O)OC)c(C)nc1SCC(=O)OC	61
Cn1cnc(S(=O)(=O)Nc2ccccc2SCc2c(F)cccc2Cl)c1	49
CCOc1ccc(-c2cc3c(SCC#N)nccn3n2)cc1Cl	91
COc1cc(NC(=O)Cn2cccc(-c3nc(-c4ccc(C)cc4)no3)c2=O)cc(OC)c1	160
NNC(=O)CNC(=O)c1cccc(F)c1	57
O=C(O)CCc1n[nH]c(=S)[nH]c1=O	58
NC(=O)c1oc2ccccc2c1NC(=O)C(=O)NCC1CCCO1 (configuration not stated)	53
CC(C)(C)c1ccc(C(=O)/C(C#N)=C/c2ccccc2)cc1	62
O=C(Nc1nnc(CSc2ccccc2)o1)C1CCCCC1	62
Cc1ccc(N2CCN(C(=O)c3ccc(C(C)(C)C)cc3)CC2)c(C)c1	63
O=C(Nn1cnc2c(cnn2-c2ccc(F)cc2)c1=O)c1cc(Cl)ccc1Cl	66
O=c1c2ccccc2nc2c3ccccc3c(NCCCO)nn12	60
COc1ccc(N2C(=O)CC(N3CCCCC3)C2=O)cc1 (configuration not stated)	55
COc1ccc(C2=NN(C(=O)CSCc3ccco3)C(c3ccc(F)cc3)C2)cc1 (configuration not stated)	61
O=C(Nc1ccc(-n2nc(C(F)(F)F)cc2-c2cccs2)cc1)c1ccno1	57
c1coc(-c2nc3ccccc3nc2-c2ccco2)c1	52
COc1ccc(N=c2ssc(SC)c2-c2ccccc2)cc1	55
CCOC(=O)c1c(NC(=O)C(C)(C)C)sc(Cc2ccc3c(c2)OCO3)c1C	65
CCC(=O)N1CCCc2ccc(NS(=O)(=O)c3ccc(-c4ccccc4)cc3)cc21	69
COc1ccc2nc(-n3nc(C)cc3NC(=O)c3ccno3)sc2c1	65
O=C(c1csc2nc(-c3ccc(F)cc3)cn12)N1CCN(C(c2ccccc2)c2ccccc2)CC1	67
O=C(Nc1cccs1)N1CCN(Cc2nc(-c3ccco3)cs2)CC1	68
Cc1cc(-c2noc(-c3snnc3C)n2)no1	55
CCOc1ccc(C)cc1S(=O)(=O)Nc1ccc2c(c1)N(C(=O)C1CC1)CC2	94
COc1cccc(N2CCN(S(=O)(=O)CCCOc3ccc4c(c3)OCO4)CC2)c1	63
CCOc1ccc(-c2ccc(=O)n(Cc3nc(-c4ccc(F)cc4)no3)n2)cc1	86
O=C(Nc1c2c(nn1-c1ccc([N+](=O)[O-])cc1)CS(=O)(=O)C2)c1cc([N+](=O)[O-])ccc1Cl	58
Cn1ccc(C(=O)N(CCCN2CCOCC2)c2nc3ccccc3s2)n1	68
COc1ccc2nc(NC(=O)c3ccc(-c4nc5ccccc5s4)s3)sc2c1	112
CCOC(=O)Cn1c(=O)ccc2c(C)cc(C)nc21	60
N#C/C(=C\Nc1ccc(F)cc1)c1nc(-c2cccc(Br)c2)cs1	63
Cc1ccc(-c2csc(NC(=S)NC(=O)c3ccc(C(=O)c4ccccc4)cc3)n2)cc1C	48
Cc1cc(-c2nnc(NC(=O)c3ccc4c(c3)OCO4)o2)n(C)n1	71

(listing goes on)
SMILES	RMI FANCM FP
CC1(C)COC(c2ccccc2CO)=N1	57
C=Cc1ccc(CSc2nccn3nc(-c4ccc(OCC)cc4)cc23)cc1	70
Cc1nnc(SCC(=O)Nc2ccc3c(c2)OCO3)[nH]c1=O	54
Cc1ccc(-n2ncc3c(C4CC4)nn(CC(=O)NCc4ccco4)c(=O)c32)cc1C	104
COc1ccc(-c2nnc(NC(=O)c3cc(Cl)sc3Cl)o2)c(OC)c1	62
CC(C)C1COc2cc3oc(=O)ccc3cc2O1 (configuration not stated)	56
COc1ccc(CNC(=O)c2cn(-c3ccc(C)cc3)nn2)c(OC)c1	61
Cn1c(C2CCN(S(C)(=O)=O)CC2)nn(CC(=O)c2ccccc2)c1=O	63
Cc1ccc2nc(NC(=O)CSc3nnc(-c4ccncc4)o3)sc2c1	63
CCc1nc2c(sc3cccc(F)c32)c(=O)n1CC(=O)NCc1ccc(C)cc1	142
Cn1cccc1C(CNC(=O)c1cccc(F)c1)N1CCCC1 (configuration not stated)	61
CC(C)(Sc1ccc(CCN(CCCCC2CCCCC2)C(=O)NC2CCCCC2)cc1)C(=O)O	57
O=[N+]([O-])c1cc(C2SCCS2)ccc1SC1CCCCC1	49
Cc1c(C(=O)OCc2ccccc2Cl)nnn1-c1ccc(F)cc1	67
O=C(Cn1nnc(N2CCCC2)n1)NNC(=S)Nc1cccc(C(F)(F)F)c1	55
COC(=O)C12CCC(C)(C(O)C1)C2(C)C (configuration not stated)	58
Cc1nc(-c2cccnc2)sc1-c1ccc(SCC(=O)Nc2ccc(F)cc2F)nn1	122
O=C(O)CNC(=O)CN1C(=O)S/C(=C\C=C\c2ccccc2)C1=O	87
CCc1ccc(NC(=O)CSc2nnc3ccc(C(=O)Nc4ccc(C)cc4)cn23)cc1	60
CCc1ccc(NC(=O)NC(C)(C)C)cc1	54

Sorted by molecular weight (descending): some entries from above.
SMILES	RMI FANCM FP
CCc1ccc(NC(=O)CSc2nnc3ccc(C(=O)Nc4ccc(C)cc4)cn23)cc1	60
Cc1c(C(=O)OCc2ccccc2Cl)nnn1-c1ccc(F)cc1	67
O=[N+]([O-])c1cc(C2SCCS2)ccc1SC1CCCCC1	49

(more compounds)
SMILES	RMI FANCM FP
Clc1ccc(-c2nn(-c3ccccc3)cc2C=NCC2CCCO2)cc1 (configuration not stated)	65
O=C(OCc1cc(-c2cccs2)on1)c1cc(=O)c2ccccc2o1	53
C=CCn1c(=S)[nH]c2cc(C(=O)N3CCc4ccccc4C3)ccc2c1=O	65
COc1ccc2nc(-c3ccc(F)c(NC(=O)COc4ccccc4)c3)cn2n1	103
CCOC(=O)CC1C(=O)NCCN1c1nc2ccc(C)cn2c(=O)c1/C=C1\SC(=S)N(C)C1=O (configuration not stated)	123
Cc1ccc(N2CC(c3nc(-c4cccc(Cl)c4)no3)CC2=O)cc1 (configuration not stated)	93
COc1cccc(-c2cc(=O)[nH]c(SCc3nc(-c4ccc(Cl)cc4)oc3C)n2)c1	74
O=C(CSCCOc1ccccc1)Nc1ccc(Cl)cc1Cl	67
COC(=O)c1ccc(C(=O)Nc2ccc3c(c2)nc(C)n3-c2ccccc2)cc1	68
COc1ccc(-n2ncc(C(=O)N3CCN(C4c5ccccc5-c5ccccc54)CC3)c2C)cc1	56
CCOc1ccc2nc(N(CCN3CCOCC3)C(=O)c3ccnn3C)sc2c1	70
CCOC(=O)CNC(=O)CN1CCN(Cc2nc3ccccc3[nH]2)CC1	59
CCCS(=O)(=O)N1CCc2ccc(NC(=O)c3ccc(OC)cc3OC)cc2C1	68
CC(C)C1CCC(C(=O)N[C@@H](Cc2ccccc2)C(=O)O)CC1 (some centres not stated)	54
COC(=O)c1ccccc1NC(=O)COc1ccc(Cl)cc1Cl	57
CS(=O)(=O)c1ccc(CC(=O)Nc2ccccc2Oc2ccccc2)cc1	55
Cc1cc(C)n(-c2ccc(Sc3ccc(Cl)cc3)nn2)n1	62
CN(CCO)CC(=O)NCC12CC3CCC(CC(C3)C1)C2	68
COc1cccc(CC(=O)NCCCNc2ncc(C(F)(F)F)cc2Cl)c1	52
